Compound activity deposited in PubChem by IUPUI and University of Michigan.
ST2 IL33 inh: inhibitors of human ST2 (IL1RL1) binding to IL-33 | inhibition, % for hits at 17 µM | Q01638 | actives 2.3% (n = 78,000) | AlphaLISA ST2-Fc/biotin-IL-33 interaction, 1 h; in the data active means inhibition above about 30%; inconclusive means mostly about 10% to 28%
Target sequence (Q01638 whole entry, looked up): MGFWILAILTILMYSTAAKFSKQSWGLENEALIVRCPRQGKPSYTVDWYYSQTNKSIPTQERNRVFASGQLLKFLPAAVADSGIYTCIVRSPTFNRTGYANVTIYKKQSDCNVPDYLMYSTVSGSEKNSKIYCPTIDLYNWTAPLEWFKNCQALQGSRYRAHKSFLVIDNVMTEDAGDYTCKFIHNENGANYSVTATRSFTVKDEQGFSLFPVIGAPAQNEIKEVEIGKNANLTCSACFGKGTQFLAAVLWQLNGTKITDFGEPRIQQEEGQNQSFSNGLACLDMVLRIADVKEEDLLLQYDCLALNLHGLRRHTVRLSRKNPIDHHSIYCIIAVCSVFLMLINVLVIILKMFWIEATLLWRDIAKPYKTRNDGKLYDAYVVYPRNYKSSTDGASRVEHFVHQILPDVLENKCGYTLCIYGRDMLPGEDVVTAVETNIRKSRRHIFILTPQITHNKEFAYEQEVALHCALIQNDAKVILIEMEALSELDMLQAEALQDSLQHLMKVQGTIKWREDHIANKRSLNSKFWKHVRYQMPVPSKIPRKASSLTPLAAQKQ
* = called active by the depositor; i = inactive; ? = inconclusive. Only part of the results is shown, so the mix of outcomes need not match the whole.

nr	SMILES	ST2 IL33 inh
1	COc1ccccc1-c1ccnc(N[C@H]2CO[C@H]3[C@@H]2OC[C@@H]3NC(=O)c2ccc(C)cc2)n1	i
2	COC(=O)c1ccc2c(c1)N(Cc1cccc(F)c1)C(=O)CS2=O (centres undefined)	?
3	O=C(CSc1nc2ccccc2s1)Nc1ccccc1Cl	i
4	CCOc1nnc(-c2ccc(C)cc2)c2ccccc12	i
5	COc1ccc(CC2CN(S(=O)(=O)c3cccs3)CCO2)cc1 (centres undefined)	i
6	CCN(CC)S(=O)(=O)c1ccc(C(=O)Nc2nc3c(cc4c5c(cccc53)CC4)s2)cc1	i
7	CC(NC(=O)c1cc2n(n1)CCCN(C)C2)c1ccccc1C(F)(F)F (centres undefined)	?
8	Cc1ccc(C2=N/C(=C\c3cccnc3)C(=O)O2)cc1[N+](=O)[O-]	i
9	CCn1cc(C(=O)NCCCOC(C)C)c(=O)c2cc(S(=O)(=O)N3CCCC3)ccc21	i
10	COc1ccc2[nH]c(CNC(=O)c3cc(NC(C)=O)ccc3Cl)cc2c1	i
11	CCC1CCC(N2CCN(c3ncccn3)CC2)CC1 (centres undefined)	i
12	CCNC(=O)N1CC[C@H]2CC(=O)N(Cc3ccccc3)CC[C@H]2C1	i
13	O=C(Nc1cccc(NC(=O)c2cc(F)c(F)cc2Cl)c1)c1cccs1	?
14	C=CCN1C(=O)C2(c3ccccc31)C1CCCC=C1C(C#N)=C(N)C2(C#N)C#N (centres undefined)	i
15	O=c1c2sc(-c3ccc(F)cc3)cc2ncn1Cc1nc2ccccc2[nH]1	i
16	Cc1nc2c(C(=O)N3CCC(c4[nH]ncc4-c4ccccc4)CC3)cccc2[nH]1	?
17	O=C1NC(=O)c2ccc3c4c(ccc1c24)C(=O)N(c1ccc(Cl)cc1)C3=O	i
18	Cc1ccoc1C(=O)N1CCNCC1C(=O)NC1CC1 (centres undefined)	?
19	CCC(=O)c1ccccc1NC(=O)c1ccccc1Br	i
20	Cc1cc(NC(=O)NC(=O)c2ccc(F)cc2F)n[nH]1	i
21	COCC1CCN(C(=O)CN2CC(Cc3ccccc3)CC2=O)CC1 (centres undefined)	i
22	Cc1ccc2c(Cl)c(C(=O)N3CCCCC3)sc2c1	i
23	CCOc1ccc(S(=O)(=O)N2CCN(c3nc(C)cc(N4CCN(C)CC4)n3)CC2)cc1	?
24	O=S(=O)(NCCCc1nc2ccccc2s1)NCc1ccccc1	i
25	CN(Cc1ccccc1)Cc1ccccc1O	i

Filtered by structure: those above with an aryl methoxy group (3)
nr	SMILES	ST2 IL33 inh
1	COc1ccccc1-c1ccnc(N[C@H]2CO[C@H]3[C@@H]2OC[C@@H]3NC(=O)c2ccc(C)cc2)n1	i
5	COc1ccc(CC2CN(S(=O)(=O)c3cccs3)CCO2)cc1 (centres undefined)	i
10	COc1ccc2[nH]c(CNC(=O)c3cc(NC(C)=O)ccc3Cl)cc2c1	i

More results
nr	SMILES	ST2 IL33 inh
26	COc1ccc(S(=O)(=O)N2CCC(C(=O)NC(C)c3ccccc3)CC2)cc1OC (centres undefined)	i
27	COc1ccc(S(=O)(=O)N(C)C2CCCCC2)cc1	i
28	COc1ccc(-c2ccccc2NC(=O)C2CCCN(Cc3cnc(SC)nc3)C2)cc1 (centres undefined)	?
29	COC(=O)C1C(=O)C2=C(CC1C)NC(C)=C(C(=O)OC(C)C)C2c1ccc(O)cc1 (centres undefined)	i
30	Cc1ccc(C(=O)N2CCN=C2SCc2cccc(C)c2)cc1	i
31	CCc1ccc(CN2C(=O)CCC2(C)C(=O)NC2CCCCC2)cc1 (centres undefined)	i
32	O=C(O)c1ccccc1C(=O)N[C@H]1CO[C@H]2[C@@H]1OC[C@@H]2n1nnnc1Oc1ccc(-n2ccnc2)cc1	i
33	COc1cc(C2CC(=O)Nc3ccc4ccccc4c32)cc(OC)c1O (centres undefined)	i
34	FC(F)(F)c1nn2cc(-c3ccccc3)nc2s1	i
35	Cc1cc(C)c2c(CC(=O)N3CCn4c(C(N)=O)cnc4C3)coc2c1C	i
36	COc1ccc(NC(=O)c2cc(-c3ccc4c(c3)OCO4)on2)cc1OC	i
37	C=CC[C@@H]1CC=C[C@@H](C)N1C(=O)COc1cccc(NC(=O)CC)c1	?
38	C=CCn1c(CSc2nc3ccccc3s2)nnc1SCC(=O)NCCO	i
39	COc1ccc(N2C(=O)C3CCCN3C2c2sccc2C)cc1Cl (centres undefined)	?
40	COc1cc2c(cc1OC)C(c1ccccc1)NC(=O)C2 (centres undefined)	i
41	Cc1ccc(NC(=O)C2CC=CCC2C(=O)O)c(Br)c1 (centres undefined)	i
42	CN(Cc1ccccc1)Cc1cc(C(=O)N2CCS(=O)(=O)CC2)no1	i
43	CCCN(c1nc(C)c(Br)c(OC)n1)S(=O)(=O)c1ccc(C)cc1	i
44	COC(=O)c1coc(CN2C[C@H]3C[C@H](O)[C@@H](O)C[C@H]3C2)n1	?
45	O=[N+]([O-])c1ccc(CSc2ncnc3c2ncn3[C@@H]2O[C@H](CO)[C@@H](O)[C@H]2O)cc1	?
46	C=C1C(C)(C)[C@H]2CC[C@]1(C(=O)N1CCCn3nc(C(=O)OC)cc3C1)C2	?
47	Cn1cc(CN2CCC(C(O)(c3ccccc3)c3ccccc3)CC2)cn1	?
48	Cc1ccc(C)c(N(C)C(=O)CCS(=O)(=O)c2cccc3nonc23)c1	?
49	c1ccc2c(c1)Cc1cc(CN3CCOCC3)ccc1-2	?
50	COc1ccc(C(C)(C)C)cc1S(=O)(=O)N1CCN(c2nc(C)cc(N(C)C)n2)CC1	i
51	O=C(CN1CCCN(Cc2cccc(Cl)c2)S1(=O)=O)Nc1ccccc1	i
52	Cc1ccc(CN(C)Cc2ccc3cccc(O)c3n2)o1	?
53	CC(C)CN1CC(C(=O)NCc2csc(N(C)C)n2)CC1=O (centres undefined)	i
54	COc1ccc(C2C(C#N)=C(N)Oc3cc(N)ccc32)cc1Br (centres undefined)	i
55	Cc1cccc(NC(=O)CC(=O)N(C)Cc2cccc(-n3cccn3)c2)c1C	i
56	COc1cc(Br)c(/C=C2/C(=O)N(c3ccc(Cl)c(Cl)c3)N=C2C)cc1OC	i
57	COc1ccc(-c2nc(N)sc2C)cc1OC	i
58	COc1cccc(CCC(=O)N(C)C2CCCN(C3Cc4ccccc4C3)C2)c1 (centres undefined)	i
59	CC(=O)N1c2c(cc(Br)cc2S(=O)(=O)Nc2ccc(C)cc2)CC1C (centres undefined)	i
60	CCCOc1ccc(C(N)CC(=O)O)cc1 (centres undefined)	i
61	Cc1ccc(NS(=O)(=O)c2ccc3c(c2)CCN3C(=O)C2CC2)cc1	?
62	COCCCNC(=O)c1cccn1-c1nnc(N2CCCCC2)s1	i
63	COCCN1CCCC2(CCN(Cc3ccccc3OC(F)F)C2)C1 (centres undefined)	i
64	O=S(=O)(NCc1nc2cccnc2n1Cc1ccccc1Cl)c1cccs1	i
65	Cc1cc(NS(=O)(=O)c2ccc(NC(=O)CCN3C(=O)c4ccccc4C3=O)cc2)nc(C)n1	i
66	O=c1c2cnn(-c3ccc(Cl)cc3)c2ncn1Cc1ccccc1F	i
67	NC(=O)c1ccc(NC(=O)c2ccccc2)cc1	i
68	CCOc1cc(CN2CCN(c3cccc(C)c3C)CC2)ccc1O	?
69	COC(=O)[C@@H]1C[C@@H](NC(=O)c2cccc(-c3noc(C)n3)c2)CN1C	i
70	Cc1ccsc1CN(CCO)C(=O)c1ccc2c(c1)CCCO2	i
71	CCn1cnc2sc(C(=O)N3CCN(c4ccc(OC)cc4)CC3)c(C)c2c1=O	?
72	O=C(C1CC1)N1CCc2c(ncnc2N2CCC(O)(c3ccccc3)CC2)C1	i
73	N#CN=C1CCCCCN1CC(N)=O	i
74	O=S(=O)(NCc1ccccc1)NCC1(N2CCCC2)CCCC1	?
75	CN(Cc1cnccn1)C(=O)c1cccc(C#CC(C)(C)O)c1	i

Further results.
nr	SMILES	ST2 IL33 inh
76	COc1cc(C(=O)n2c(C)nc3ccccc32)cc(OC)c1OC	?
77	CC(C)CNC(=O)c1cc(-c2ccco2)on1	i
78	CN(C)CCNC(=O)c1cc2n(n1)CCCN(C(=O)C1C=CCN1)C2 (centres undefined)	i
79	O=C(O)CSCC(=O)N1C[C@@H]2C[C@H](C1)c1ccc(NS(=O)(=O)Cc3ccccc3)c(=O)n1C2	i
80	c1ccc(-c2nc(NCc3cccnc3)c3ccccc3n2)cc1	i
81	CN(C)CC1(O)CCN(C(=O)C(C)(C)NC(=O)c2cccs2)C1 (centres undefined)	i
82	CCSCCOC(=O)C1=C(C)NC2=C(C(=O)C(C(=O)OC)C(C)C2)C1c1cccc(Cl)c1 (centres undefined)	i
83	Cc1ccc2nc(-c3ccc(Br)cc3)cc(C(=O)O)c2c1	?
84	CN1C(=O)N(CCc2ccccc2)C(=O)C12CCN(Cc1ccc(-c3ccccc3)cc1)CC2	i
85	Cn1cnc([N+](=O)[O-])c1Sc1ncnc2nc[nH]c12	?
86	C=CCNC(=O)c1ccc2c(=O)n(CCc3ccccc3)c(=O)[nH]c2c1	i
87	CCOc1ccc2c(=O)c(Oc3ccccc3)c(C)oc2c1C	i
88	CCOC(=O)C1(Cc2ccc(F)cc2)CCCN(C(=O)c2cnc3ccccn3c2=O)C1 (centres undefined)	i
89	Cc1ccccc1-c1cnnc(NCCc2nc(C)c3c(n2)CCCC3)n1	?
90	O=C(Nc1ccc2c(c1)OCO2)c1ccc(NS(=O)(=O)c2cccs2)cc1	i
91	O=C(c1ccc(Cl)cc1)c1c[nH]c2ccccc2c1=O	i
92	CC(C)(C)NC(=O)C1CCN(c2ccc(-c3cccs3)nn2)CC1	i
93	CCc1ccccc1-c1cccc(N2CCNCC2)n1	i
94	O=C(NC1CCC(n2cnnc2)CC1)c1ccc(C2CCCO2)s1 (centres undefined)	?
95	COc1ccccc1N1CCN(C(=O)CN(c2cccc(Cl)c2)S(C)(=O)=O)CC1	i
96	O=C(c1cccnc1)N1N=C(c2cccc(Br)c2)CC1(O)C(F)(F)F (centres undefined)	i
97	Cc1cccc(-c2nc(CN3CCCCC3)c(C)o2)c1	i
98	CC1CCN(CC[C@H]2CCCN2S(=O)(=O)c2cccc(O)c2)CC1	?
99	O=C(NCCCN1CCCCC1)c1ccc2c(c1)NC(=O)C(N1CCCCC1)S2 (centres undefined)	i
100	Cc1csc(SCC(=O)NCC2Cc3cc(F)cc(-c4cccnc4)c3O2)n1 (centres undefined)	?
101	Cc1ccc2cc3cc(C(=O)NCCN(C)C)sc3nc2c1	i
102	CC(C)(C)c1ccc2c(c1)CN(C(C)(C)C)CO2	i
103	COc1ccc2cc3cc(C(=O)NC4CCCCC4)sc3nc2c1	i
104	CCc1oc2cc(O)ccc2c(=O)c1-c1nc2ccccc2n1C	i
105	CC(C)Oc1ccc(C(=O)NCc2cccnc2N2CCN(C)CC2)cc1	i
106	CCCCN(C)C(=O)C1CCN(c2ccc(-c3cccs3)nn2)CC1	i
107	Cc1nonc1CN(C)c1nccc(CCC(F)(F)F)n1	?
108	C=CCN1C(=O)/C(=c2/sc3nc4ccccc4n3c2=O)c2ccccc21	31%*
109	Cc1n[nH]c(C)c1CCCNC(=O)C(C)(C)NC(=O)c1cccs1	i
110	COc1cc(/C=C2\C(=O)N(c3cccc(Cl)c3)N=C2C)c([N+](=O)[O-])cc1OC	?
111	COc1ccc(-c2nc3s/c(=C\c4cccs4)c(=O)n3n2)cc1	i
112	Cc1c(Cl)cccc1NC(=O)CCCn1nc([N+](=O)[O-])cc1C	i
113	CCn1cc(C(=O)NCC2CCCO2)c(=O)c2cc(S(=O)(=O)N(C)C3CCCCC3)ccc21 (centres undefined)	i
114	O=C(NCc1ccccc1)c1ccccc1NS(=O)(=O)c1ccc(F)cc1	i
115	CC(C)CSCCc1ccncc1	i
116	O=C(NCc1cccnc1)c1ccc(Cl)cc1Cl	i
117	CC(c1ccccc1)N1C(=O)c2ccccc2C1O (centres undefined)	i
118	O=C(CN1C(=O)CC(c2ccccc2)Sc2ccccc21)NC1CCCCC1 (centres undefined)	i
119	COc1cc(N2C(=O)Cn3c2nc2c3c(=O)n(C)c(=O)n2C)c(OC)cc1Cl	i
120	COCCN1C(=O)c2cc(C(=O)Nc3cc(F)ccc3F)ccc2C1Nc1cc(F)ccc1F (centres undefined)	i
121	Cc1nc2c(C(=O)NC3CCCC3)c[nH]n2c(=O)c1Cc1ccc(F)cc1Cl	i
122	O=C(O)CCS(=O)(=O)c1ccc(Br)cc1	i
123	CCN(CC)Cc1cnc2c(C(=O)Nc3ccc(-n4cncn4)cc3)cnn2c1	i
124	O=C(Nc1ccccc1C(=O)O)c1ccc(S(=O)(=O)N2CCCCC2)cc1	i
125	NS(=O)(=O)c1ccc(NC(=O)c2cc3c([nH]c2=O)CCCC3=O)cc1	?

Other compounds follow.
nr	SMILES	ST2 IL33 inh
126	CC(C)(C)c1ccc(OCC(=O)Nc2ccc(S(=O)(=O)Nc3nccs3)cc2)cc1	i
127	O=C1NCC2(CCCN(C(=O)CCc3cn4ccccc4n3)CC2)O1 (centres undefined)	?
128	O=C(NC(Nc1ccccc1)C(Cl)(Cl)Cl)c1ccc([N+](=O)[O-])cc1[N+](=O)[O-] (centres undefined)	?
129	CCCCOc1ccc(C(C)(C#N)CC#N)cc1 (centres undefined)	?
130	Cc1noc(C)c1NC(=O)N1CCC(Cn2cc(C3CC3)nn2)CC1	?
131	CCC(C)NC(=O)C1c2cc(OC)c(OC)cc2C(=O)N2CCc3ccccc3C12 (centres undefined)	i

Quoted at random: 4 records from the list, in no set order.
nr	SMILES	ST2 IL33 inh
128	O=C(NC(Nc1ccccc1)C(Cl)(Cl)Cl)c1ccc([N+](=O)[O-])cc1[N+](=O)[O-] (centres undefined)	?
127	O=C1NCC2(CCCN(C(=O)CCc3cn4ccccc4n3)CC2)O1 (centres undefined)	?
130	Cc1noc(C)c1NC(=O)N1CCC(Cn2cc(C3CC3)nn2)CC1	?
126	CC(C)(C)c1ccc(OCC(=O)Nc2ccc(S(=O)(=O)Nc3nccs3)cc2)cc1	i

Sorted by SMILES length (low to high): three of the compounds above
nr	SMILES	ST2 IL33 inh
129	CCCCOc1ccc(C(C)(C#N)CC#N)cc1 (centres undefined)	?
130	Cc1noc(C)c1NC(=O)N1CCC(Cn2cc(C3CC3)nn2)CC1	?
128	O=C(NC(Nc1ccccc1)C(Cl)(Cl)Cl)c1ccc([N+](=O)[O-])cc1[N+](=O)[O-] (centres undefined)	?
